# Screening results as filed in PubChem BioAssay.
# GSTO1 counter: inhibitors of recombinant GSTO1, primary screen, counter-screen for RBBP9 inhibitor project, biochemical, fluorescence polarization. activity-based probe fluorescence polarization. inhibition, % at 5.96 µM. 1.1% of 300,000 active. AID 1974, 2009;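 active = inhibition above the campaign mean inhibition plus 3 SD, cut at about 35% in these data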;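 note: 0% = GSTO1-1 with DMSO and 100% = wells lacking GSTO1-1 enzyme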
# Target sequence (P78417 whole entry, looked up): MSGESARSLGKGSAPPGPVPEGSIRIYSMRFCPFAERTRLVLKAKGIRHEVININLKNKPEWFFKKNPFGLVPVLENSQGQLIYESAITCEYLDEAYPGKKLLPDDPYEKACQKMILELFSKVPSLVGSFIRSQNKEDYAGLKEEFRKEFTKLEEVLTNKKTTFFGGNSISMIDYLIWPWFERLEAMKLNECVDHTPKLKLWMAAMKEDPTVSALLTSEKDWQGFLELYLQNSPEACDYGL
# Fam108B counter: mouse Fam108B serine hydrolase inhibitors, primary screen, counter-screen for RBBP9 inhibitor project, biochemical, fluorescence polarization. inhibition, % at 9.51 µM. recombinant Fam108B, FP-Rh probe fluorescence polarization. 0.33% of 300,000 active;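 active = inhibition above the screen mean inhibition plus 3 SD, computed separately per campaign, cut at about 18% in these data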;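 note: inhibitors lower polarization as less probe binds the enzyme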
# PME-1 primary: PME-1 inhibitors via competitive probe labeling, primary screen, biochemical, fluorescence polarization, FP-Rh probe, HTS; 0.53% of 320,000 active; AID 2130, 2009; Protein phosphatase methylesterase 1 (Homo sapiens), Q9Y570; recombinant PME-1; inhibition, % at 5.9 µM;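 active = inhibition above the campaign mean of all compounds plus 3 SD, cut at about 26% in these data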;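 note: competitive labeling of PME-1 active site by serine hydrolase directed probe; 0% = PME-1 with DMSO and 100% = wells lacking PME-1 enzyme; inhibitors block probe labeling so polarization falls and inhibition rises; many of its hits are not listed in these tables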
# Target sequence (Q9Y570 whole entry, looked up): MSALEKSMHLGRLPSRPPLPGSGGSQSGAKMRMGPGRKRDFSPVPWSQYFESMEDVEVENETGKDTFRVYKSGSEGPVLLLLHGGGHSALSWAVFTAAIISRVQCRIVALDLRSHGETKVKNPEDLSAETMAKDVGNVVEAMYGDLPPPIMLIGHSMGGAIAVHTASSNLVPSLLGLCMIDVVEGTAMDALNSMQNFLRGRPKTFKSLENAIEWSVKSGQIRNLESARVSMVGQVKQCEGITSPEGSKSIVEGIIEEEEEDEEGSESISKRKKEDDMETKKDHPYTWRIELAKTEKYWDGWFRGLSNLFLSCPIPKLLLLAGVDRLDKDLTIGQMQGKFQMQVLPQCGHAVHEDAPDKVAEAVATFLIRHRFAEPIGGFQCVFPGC
# PAFAH1B2 FP inh: PAFAH1B2 enzyme inhibitors, primary screen, biochemical, fluorescence polarization, human | Platelet-activating factor acetylhydrolase IB subunit alpha2 (Homo sapiens), P68402 | recombinant PAFAH1B2, FP-rhodamine activity probe | inhibition, % at 3.39 µM | 1.2% of 340,000 active | AID 492953, 2010;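 active = inhibition above the mean of all tested compounds plus 3 SD, cut at about 24% in these data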;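 note: 0% = enzyme with DMSO and 100% = wells lacking PAFAH1B2; many of its hits are not listed in these tables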
# Target sequence (P68402 whole entry, looked up): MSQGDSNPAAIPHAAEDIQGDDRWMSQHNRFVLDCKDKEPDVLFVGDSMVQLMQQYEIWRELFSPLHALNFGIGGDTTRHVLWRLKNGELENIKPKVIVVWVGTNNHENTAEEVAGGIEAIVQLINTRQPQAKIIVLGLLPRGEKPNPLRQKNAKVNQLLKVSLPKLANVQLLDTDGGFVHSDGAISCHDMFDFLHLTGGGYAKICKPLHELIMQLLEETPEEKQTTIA
# LYPLA1 inh: LYPLA1 inhibitors, primary screen, counter-screen for PME1 inhibitor project, biochemical, fluorescence polarization, FP-Rh probe ABPP; Acyl-protein thioesterase 1 (Homo sapiens), O75608; recombinant LYPLA1; inhibition, % at 5.9 µM; 0.16% of 320,000 active; AID 2174, 2009;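 active = inhibition above the mean of all tested compounds plus 3 SD, set per campaign, cut at about 14% in these data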;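 note: inhibitors block serine hydrolase probe labeling of LYPLA1 so polarization falls; 0% = enzyme with DMSO and 100% = wells lacking LYPLA1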
# PAD4 FP inh: human PAD4 inhibitors, primary screen, biochemical, fluorescence polarization, 1536-well format. recombinant PAD4, RCA probe fluorescence polarization. Protein-arginine deiminase type-4 (Homo sapiens), Q9UM07. 0.41% of 330,000 active. AID 485272, 2010. inhibition, % at 6.36 µM;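 active = percent inhibition above a cutoff equal to the mean of all tested compounds plus 3 SD, cut at about 15% in these data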;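 note: 0% = PAD4 with RCA probe and DMSO and 100% = probe without PAD4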
# PAFAH2 inh: PAFAH2 enzyme inhibitors, primary screen, biochemical, fluorescence polarization, human. Platelet-activating factor acetylhydrolase 2, cytoplasmic (Homo sapiens), Q99487. recombinant PAFAH2, FP-rhodamine activity probe. inhibition, % at 3.39 µM. 0.99% of 340,000 active. AID 492956, 2010;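 active = inhibition above the mean over all tested compounds plus 3 SD, cut at about 30% in these data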;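 note: inhibitors block probe labeling of enzyme so polarization drops; 0% = enzyme with DMSO and 100% = wells lacking PAFAH2 protein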
# PAFAH1B3 inh: PAFAH1B3 enzyme inhibitors, primary screen, biochemical, fluorescence polarization, human; 0.28% of 340,000 active; AID 492972, 2010; Platelet-activating factor acetylhydrolase IB subunit alpha1 (Homo sapiens), Q15102; recombinant PAFAH1B3, FP-rhodamine probe; inhibition, % at 3.39 µM;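 active = inhibition above the screen-wide average of all tested compounds plus 3 SD, cut at about 25% in these data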;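 note: 0% = enzyme with DMSO only and 100% = wells lacking PAFAH1B3 protein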
# Target sequence (Q15102 whole entry, looked up): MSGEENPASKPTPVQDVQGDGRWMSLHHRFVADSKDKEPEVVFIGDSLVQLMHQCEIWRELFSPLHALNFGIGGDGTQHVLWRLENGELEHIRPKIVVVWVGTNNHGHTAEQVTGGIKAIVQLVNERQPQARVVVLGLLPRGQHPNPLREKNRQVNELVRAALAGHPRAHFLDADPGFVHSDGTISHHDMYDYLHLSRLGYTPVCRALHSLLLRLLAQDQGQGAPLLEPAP
# pPAFAH FP inh: pPAFAH enzyme inhibitors, primary screen, biochemical, fluorescence polarization, human; recombinant pPAFAH, FP-rhodamine probe fluorescence polarization; inhibition, % at 3.39 µM; 1.5% of 330,000 active; AID 463082, 2010;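 active = inhibition above the mean inhibition across the screen plus 3 SD, cut at about 25% in these data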;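 note: inhibitors block binding of the rhodamine activity-based probe so polarization drops; 0% = enzyme with DMSO and 100% = wells lacking pPAFAH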
# * marks the source's active call; other numbers are inactive results; · = not tested or not shown.
SMILES,GSTO1 counter,Fam108B counter,PME-1 primary,PAFAH1B2 FP inh,LYPLA1 inh,PAD4 FP inh,PAFAH2 inh,PAFAH1B3 inh,pPAFAH FP inh
Cn1c(=NC(=O)CS(=O)(=O)c2ccc(F)cc2)sc2ccccc21,4,1,2,1,0,-1,8,-2,0
Brc1ccc2c(c1)CNc1c(ncnc1N1CCOCC1)O2,1,4,8,0,0,0,-1,-4,1
COc1cc([N+](=O)[O-])cc(/C=N/NC(=O)Cn2nccc2C)c1O,6,2,5,3,1,4,2,12,6
CCC(Oc1ccccc1)C(=O)Nc1ccccn1 (stereo not drawn),-4,8,-2,-1,3,-1,5,3,1
COC/C=C/C1=CC2=CC(=O)C(C)(OC(=O)c3cnc4ccccc4n3)C(=O)C2=CN1CC(C)C (stereo not drawn),32,-1,1,0,0,19*,17,1,1
COc1ccc(-n2c(=O)cc(N3CCCCCC3)[nH]c2=O)cc1,1,0,1,5,2,-3,-2,-10,-1
Cc1onc(-c2c(Cl)cccc2Cl)c1C(=O)NCC1CCCO1 (stereo not drawn),0,-3,0,7,-2,3,15,8,-3
Cc1cccc(N2CCN(C(=O)c3cccc(N4C(=O)C5CC=CC(C)C5C4=O)c3)CC2)c1C (stereo not drawn),4,-1,8,10,-5,2,0,-6,6
Cc1cccc(-n2c3nc(=O)[nH]c(=O)c-3cc3c(C)nn(-c4ccccc4)c32)c1C,-1,-2,-7,4,-2,-1,-5,-2,-4
CCN(CC)C(=O)C(Sc1ccccc1)c1ccccc1 (stereo not drawn),4,-3,3,-1,1,0,-4,6,-1
COc1ccccc1NC(=O)CN1C(=O)NC(C)(C)C1=O,8,-1,-1,1,2,0,-4,-1,0
C=CCC1(O)CC(c2ccco2)NC(c2ccco2)C1CCC (stereo not drawn),4,0,-8,7,4,-2,11,-1,2
CN1CCN(C(=O)CN(C)S(=O)(=O)c2cc(Cl)ccc2Cl)CC1,-1,-1,0,2,-1,-3,3,0,3
COC(=O)c1cc2n(n1)CCN(Cc1ccc(C)cc1)C2=O,1,3,-4,3,2,3,5,4,1
CCCCc1c(C)nc2ccc(C)cc2c1SCCC(=O)O,-49,-2,-4,7,2,-1,-3,3,2
CCCCNc1c(-c2ccc(Sc3ccc(OC)cc3)cc2)nc2cc(C)ccn12,·,·,·,9,·,-4,5,8,17
Cc1cccc(C(=O)NCc2ccc(S(N)(=O)=O)cc2)c1[N+](=O)[O-],1,-2,3,0,3,-6,0,1,2
Cc1cc(C)c(NC(=O)CSc2nc3c(c(=O)n2C)SC(C)C3)c(C)c1 (stereo not drawn),2,-3,3,-5,0,3,1,-3,-2
CCc1nn2cc(-c3ccccc3)nc2s1,4,1,-8,-2,-1,-10,8,-2,1
CCOC(=O)C1=C(CSc2nccn2C)NC(=O)NC1c1cc(C)ccc1C (stereo not drawn),6,0,0,3,0,-2,6,1,6
CCCCC(=O)Nc1ccc2c(c1)nc(CCNC(=O)c1ccco1)n2C,0,1,0,6,4,-2,4,-2,-1
CCOC(=O)Cn1nc2sc3ccccc3n2c(=O)c1=O,4,-1,-3,-3,1,-3,1,11,3
COc1ccccc1N1CCN(S(=O)(=O)c2cc3[nH]c(=O)c(=O)[nH]c3cc2C)CC1,-4,2,-4,1,-1,-1,1,3,2
CCOc1cccc(/C(O)=C2/C(=O)C(=O)N(CCOC)C2c2ccc(C)o2)c1 (stereo not drawn),6,-2,3,0,0,-2,0,1,1
CC(=O)NN1C(=O)c2ccccc2NC1c1ccoc1 (stereo not drawn),0,5,-1,1,4,-3,-5,8,-1

# Continued:
SMILES,GSTO1 counter,Fam108B counter,PME-1 primary,PAFAH1B2 FP inh,LYPLA1 inh,PAD4 FP inh,PAFAH2 inh,PAFAH1B3 inh,pPAFAH FP inh
CCc1cccc(NC(=O)CCS(=O)(=O)c2ccc3c(c2)NC(=O)CO3)c1,6,0,-1,10,-1,0,-8,8,4
Cc1cccc(NC(=O)CN(c2ccc(C(C)C)cc2)S(=O)(=O)c2c(C)nn(C)c2C)n1,3,1,2,6,2,-2,2,7,-4
O=C(c1cccc(S(=O)(=O)N2CCCCC2)c1)N1CCN(Cc2ccccc2)CC1,·,·,0,-6,3,1,2,5,-2
COc1ccc(C(=O)Nc2cccc(/C=C/c3nc4ccccc4c(=O)[nH]3)c2)cc1,-64,-52,-48,-18,-34,0,-26,-20,-21
O=C(CNS(=O)(=O)c1ccc(F)cc1)Nc1ccccc1,1,1,-2,3,0,-2,-5,1,2
CCN(CC(=O)Nc1ccc2c(c1)OCCO2)S(=O)(=O)c1ccccc1,5,1,-2,-3,2,0,1,-3,-3
Cc1ccc(NC(=O)CSc2cccc3cccnc23)c(C)c1,14,-3,6,4,5,-4,1,2,3
COC(=O)N[C@H](CC(C)=O)c1ccccc1,-4,3,4,·,1,1,·,·,4
Cc1onc(-c2ccccc2)c1C(=O)OCC(=O)Nc1cc(S(=O)(=O)N2CCOCC2)ccc1Cl,3,-6,8,6,2,0,2,11,-1
O=C(O)c1ccc(N/N=C/c2cc3ccccc3nc2Cl)cc1,-6,5,-4,-1,5,-2,5,9,18
O=C(COC(=O)c1c[nH]c2ccccc12)Nc1ccc(F)cc1,·,·,-3,0,-2,0,77*,1,30*
Cc1cccc(NC(=O)c2ccc3c(=O)n(CC4CCCO4)c(=S)[nH]c3c2)c1 (stereo not drawn),3,-5,0,-2,-8,3,-7,2,6
CC(C)Oc1ccc(C(=O)Nc2ccc(N3CCCC3)cc2)cc1,9,3,-2,2,2,-5,2,3,6
CCCSC1=C(C#N)C(c2cccs2)C(C(=O)Nc2ccccc2)=C(C)N1 (stereo not drawn),-9,-18,-14,-4,-13,1,-16,-1,-7
CS(=O)(=O)N(CC(=O)N1CCN(Cc2ccccc2)CC1)c1ccccc1Br,3,1,-3,5,-2,2,1,15,-2
Cn1c(N)c(C(=O)CSc2nnc3n2CCCCC3)c(=O)n(C)c1=O,·,·,·,2,·,5,0,-1,2
CCCCC(=O)Nc1ccc(NC(=O)c2ccc(C)c([N+](=O)[O-])c2)cc1OC,6,-3,-2,4,7,-3,0,19,8
CCc1cccc2c(C=C(C#N)C#N)cn(CC(=O)N3CCCCC3)c12,-3,2,0,-1,3,-5,0,-8,5
CCN1CCN(c2nc(Nc3ccccc3)nc(N)c2[N+](=O)[O-])CC1,2,-7,-2,1,-3,1,-1,7,9
Cn1c(=O)n(C)c2cc(S(=O)(=O)N3CCCc4ccccc43)ccc21,9,-3,6,-1,0,1,1,4,7
Cc1cc(C)c(N(C(=O)Cn2nnc3ccccc32)C(C(=O)NC(C)(C)C)c2ccsc2)c(C)c1 (stereo not drawn),2,3,-1,-9,2,0,0,7,7
CCCCn1c(N)c(N(CCOC)C(=O)c2cc(Cl)nc3ccccc23)c(=O)[nH]c1=O,5,-1,2,5,3,-3,5,10,3
O=C(Cn1c(-c2cscn2)nc2ccccc21)Nc1ccc(Cl)cc1,20,-2,-7,1,-6,-5,4,2,-4
Cc1ccc(C(C)C)c(OCC(=O)N/N=C/c2ccc(S(=O)(=O)O)o2)c1,4,2,1,-1,2,-1,2,1,2
COc1ccc(S(=O)(=O)N(C)CC(=O)NCc2ccco2)cc1,0,5,0,1,3,-2,4,11,6

# Further results
SMILES,GSTO1 counter,Fam108B counter,PME-1 primary,PAFAH1B2 FP inh,LYPLA1 inh,PAD4 FP inh,PAFAH2 inh,PAFAH1B3 inh,pPAFAH FP inh
CC(=O)c1cccc(N(C(=O)CNC(=O)c2cccs2)C(C(=O)NCC2CCCO2)c2ccccc2)c1 (stereo not drawn),-9,-3,4,-4,0,-1,0,13,4
Cc1ccc(N2CCN(/N=C/c3ccccc3[N+](=O)[O-])CC2)cc1,-1,3,6,-1,-5,3,2,5,3
Cc1cc(S(=O)(=O)NCc2ccccc2)ccc1OCC(=O)NCc1ccccn1,-4,-2,10,4,1,5,3,2,5
O=C(CSc1nccc(=O)[nH]1)Nc1ccc(N2CCOCC2)c(Cl)c1,0,0,-4,-2,3,-1,-2,7,5
COc1ccc(CNC(=O)[C@@H](NC(=O)C2CCN(C(=O)[C@@H]3CCCN3C(=O)OC(C)(C)C)CC2)C(C)C)cc1,0,-4,-3,-5,-2,-4,2,9,2
COc1ccc(C(=O)O/N=C(\N)c2ccc(Br)cc2)cc1,1,-2,0,1,1,-3,12,3,3
CCOc1ccccc1CN1CCN(Cc2cc(=O)c3ccccc3[nH]2)CC1CCO (stereo not drawn),-10,-3,-4,1,-4,-1,-1,6,2
CC(C)N(C(=O)CSc1nc2ccccc2c(=O)[nH]1)C(C)C,6,4,-1,8,1,-5,1,-1,2
CSc1ccc(CNCc2ccco2)cc1,-1,-1,2,3,0,0,-4,5,2
CCOC(=O)c1oc2c(c1C)C(=O)CCC2,3,1,3,2,4,0,-1,7,1
CCc1ccccc1N(CC(=O)NCc1ccco1)C(=O)CCC(=O)Nc1nccs1,1,-1,1,3,4,-1,1,0,1
CC(C)NC(=O)COc1coc(CN2CCN(c3ccccc3F)CC2)cc1=O,1,-2,-4,-2,3,1,7,5,-5
CC(=O)Cc1nsc(NC(=O)c2ccc(-c3ccc(F)cc3)o2)n1,1,-3,1,0,0,-6,0,6,2
CCN(CC)C(=O)CSc1nnc(-c2cc(OC)cc(OC)c2)o1,3,-2,4,-2,4,-6,-1,10,-7
CC1CCCCN1C(=O)COC(=O)c1ccc2c(c1)C(=O)N(Cc1ccco1)C2=O (stereo not drawn),·,·,-2,1,-5,-3,11,0,5
Cc1cc(C)cc(CSc2nnc(C)c(=O)[nH]2)c1,1,2,4,0,4,0,18,5,2
CC(=O)c1ccc(N/N=C(/C(N)=O)C2=NC(C)(C)Cc3ccccc32)cc1,3,8,-3,6,8,1,-3,6,-3
COc1cc(NC(=O)c2noc3c2CCCC3)c(OC)cc1Cl,-5,-5,-7,5,-5,-11,4,-5,-2
C=CCOc1ccc(/C=N/Nc2ccccn2)cc1OC,7,-9,7,-2,-2,0,-10,2,1
COc1ccc2c(C)cc(SCC(=O)NC3CCCC3)nc2c1,·,·,·,-1,·,0,3,-2,0
Cc1ccc(-n2nnc(-c3cc4ccccc4nc3Cl)n2)cc1,1,0,-2,-1,-2,3,-2,1,5
Cc1ccc(CNC(=O)CCC(=O)n2ncc3cc(C)ccc32)cc1,5,0,-2,4,-1,1,0,2,-4
O=C(c1ccccc1)c1ccc(OC(=O)N2CCOCC2)cc1,5,-2,0,5,2,2,35*,5,52*
N#C/C(=C/c1ccc(Cl)cc1)NC(=O)c1ccccc1,-8,-5,-2,-6,-5,-4,-8,3,-3
O=C(CN1C(=O)c2ccccc2S1(=O)=O)N1CCOCC1,10,-2,2,-1,3,0,-4,4,2
Cc1ncc([N+](=O)[O-])n1CC(=O)Nc1ccc2c(c1)OCO2,3,-6,-2,8,-2,-6,2,4,2

# A portion of the library; count on the stated rates, not on these rows.
